Screening data from PubChem BioAssay.
PLC-beta3 inh – PLC-beta3 (human) inhibition, primary screen | Q01970 | Purified PLC-beta3, fluorogenic substrate, fluorescence | inhibition, % at 12.2 µM | 370,000 compounds, 0.18% hits | AID 720704; in the data active = inhibition above about 11%;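 note: 0% = median of compound wells on plate and 100% = full blocker control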
SMARCA2 activ – activators of SMARCA2 function; 370,000 compounds, 1% hits; activation, % at 9.1 µM; MG213 cells, MMTV-luciferase reporter, dexamethasone, overnight; in the data active = activation above about 7.8%;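 note: 0% = vehicle wells and 100% = reference activator wells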
PG9 Ab binder – binds the HIV-1 gp120 antibody PG9 | TR-FRET gp120-PG9 antibody binding | inhibition, % at 6.7 µM | 360,000 compounds, 0.43% hits; in the data active = inhibition above about 8.5%
DAX1 inh-1 – inhibits human nuclear receptor DAX1. HEK293 Gal4-DAX1 luciferase reporter, luminescence. P51843. AID 504766. 340,000 compounds, 0.99% hits. inhibition, % at 6.75 µM;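 active = inhibition above the mean over all tested compounds plus 3 SD, cut at about 4.2% in these data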;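 note: 0% = DAX1-transfected cells with DMSO and 100% = empty-vector control cells with DMSO; inhibition shows as a rise in luminescence from relieved DAX1 repression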
Target sequence (P51843 207-470 limits assumed): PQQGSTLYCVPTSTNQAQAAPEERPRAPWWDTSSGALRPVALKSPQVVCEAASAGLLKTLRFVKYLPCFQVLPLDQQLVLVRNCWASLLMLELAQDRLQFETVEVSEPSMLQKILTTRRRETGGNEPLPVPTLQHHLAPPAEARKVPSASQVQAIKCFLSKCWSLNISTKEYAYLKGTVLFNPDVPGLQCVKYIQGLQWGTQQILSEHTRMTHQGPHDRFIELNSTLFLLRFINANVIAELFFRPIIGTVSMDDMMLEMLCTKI
HGIII-sPLA2 inh – Inhibits HGIII-sPLA2 liposome hydrolysis, primary screen | Q9NZ20 | AID 743126 | 370,000 compounds, 0.56% hits | inhibition, % at 12.2 µM | QFRET BODIPY PC-A2 liposome hydrolysis, fluorescence;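 active = inhibition above mean plus 3 SD of compounds lying within the high and low control bounds, cut at about 19% in these data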;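 note: 0% = median of test compound wells and 100% = no enzyme DMSO wells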
GAA850 FXN act – activators of GAA850 frataxin (FXN) promoter; 360,000 compounds, 0.56% hits; HEK293 lucGAA850 FXN promoter luciferase reporter, 24 h; percent of 10 µM SAHA response; AID 540364; activation, % at 6 µM;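 active = activation above the average of all compounds screened plus 3 SD, cutoff fixed separately per campaign, cut at about 7.5% in these data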;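 note: 0% = DMSO wells and 100% = 10 µM SAHA wells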
Rev-erbA mod – Rev-erb alpha (human) modulation; 370,000 compounds, 0.79% hits; activity, % at 10 µM; P20393; Rev-erbα–FITC-DNA binding, fluorescence polarization, 90 min; AID 1259318;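 active = activity above about 14%, limit read from the data; passing the limit was not always enough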;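 note: 0% = DMSO wells with 35 nM protein and 100% = DMSO wells with 750 nM protein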
Target sequence (P20393 whole entry, looked up): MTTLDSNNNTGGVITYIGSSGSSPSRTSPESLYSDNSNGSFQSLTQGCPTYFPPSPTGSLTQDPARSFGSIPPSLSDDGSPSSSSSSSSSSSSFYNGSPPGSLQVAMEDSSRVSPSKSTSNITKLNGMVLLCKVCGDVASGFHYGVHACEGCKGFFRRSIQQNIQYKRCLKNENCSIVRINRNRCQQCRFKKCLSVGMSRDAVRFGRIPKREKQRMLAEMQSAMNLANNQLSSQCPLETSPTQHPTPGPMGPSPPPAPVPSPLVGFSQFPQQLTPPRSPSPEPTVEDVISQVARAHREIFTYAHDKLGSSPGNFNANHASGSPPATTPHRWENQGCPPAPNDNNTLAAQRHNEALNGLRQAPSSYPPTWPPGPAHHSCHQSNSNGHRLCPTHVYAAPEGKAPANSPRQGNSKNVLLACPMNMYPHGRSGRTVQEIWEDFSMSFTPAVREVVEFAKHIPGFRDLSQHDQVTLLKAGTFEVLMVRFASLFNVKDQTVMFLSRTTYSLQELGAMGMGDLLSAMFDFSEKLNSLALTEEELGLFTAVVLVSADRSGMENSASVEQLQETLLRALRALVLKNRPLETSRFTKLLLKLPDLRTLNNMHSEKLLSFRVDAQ
hcDAF-12 act – activators of H. contortus DAF-12 nuclear receptor; HEK293 hcDAF-12 lit1-tk-luc reporter, luminescence; 0% DMSO, 100% Δ7-dafachronic acid; activation, % at 6.8 µM; 370,000 compounds, 1.4% hits;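 active = activation above the mean of all tested compounds plus 3 SD, cut at about 5.5% in these data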;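 note: 100% = response to 3 µM Δ7-dafachronic acid high control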
ssDAF12 agonist – activates DAF-12 receptor from parasite S. stercoralis; HEK293 ssDAF-12/GRIP1 lit1-tk-luc reporter, luminescence; % of 3 µM dafachronic acid response; activation, % at 6.8 µM; 370,000 compounds, 1% hits; AID 652126;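 active = activation above the mean over all tested compounds plus 3 SD, cut at about 0.9% in these data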;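 note: 0% = DMSO-only wells and 100% = 3 µM delta7-dafachronic acid wells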
DAX1 inh-2 – inhibitors of DAX1 repression of SF-1 activated StAR promoter | AID 652010 | 370,000 compounds, 1.1% hits | inhibition, % at 6.8 µM | HEK293T StAR-luciferase reporter, SF-1/DAX-1 repression relief;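 active = inhibition above the mean over all tested compounds plus 3 SD, cut at about 3.6% in these data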;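 note: 0% = DAX-1 cells with DMSO and 100% = cells lacking DAX-1 with DMSO; higher inhibition means more luminescence from relief of DAX-1 repression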
hgDAF12 agonist – hgDAF-12 agonism, primary luciferase screen; AID 687014; activation, % at 6.8 µM; 370,000 compounds, 1.8% hits; HEK293 GAL4-hgDAF12 UAS-luciferase reporter, agonist luminescence; normalized to butyrate control;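 active = activation above a cutoff set at the mean of all screened compounds plus 3 SD, cut at about 10% in these data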;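 note: 0% = DMSO wells and 100% = sodium butyrate wells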
An asterisk follows results filed as active; . = not tested or not shown; & = joins results of further samples; ! = not active in a repeat.

Values run as follows: PLC-beta3 inh	SMARCA2 activ	PG9 Ab binder	DAX1 inh-1	HGIII-sPLA2 inh	GAA850 FXN act	Rev-erbA mod	hcDAF-12 act	ssDAF12 agonist	DAX1 inh-2	hgDAF12 agonist
> Cc1nn(-c2ccccc2)c(C)c1NC(=O)COC(=O)Cc1ccccc1F
    3	-1	1.0	0.0	1	3.0	7	0.1	-1.1	0.8	1.5
> O=C(O)c1nnn(-c2cc(C(F)(F)F)cc(C(F)(F)F)c2)c1-c1ccccc1
    -11	-1	-1.5	-0.2	2	1.6	1	-0.6	-0.7	-0.4	-0.6
> CC(=O)Nc1ccc(S(=O)(=O)NNC(=O)COc2ccc(C)cc2)cc1
    1	1	-3.8	0.1	-6	0.7	-4	-1.8	-1.1	-0.9	0.5
> C/C(Cc1ccccc1)=N\NC(=O)CNC(=O)c1ccccc1
    0	0	-1.0	-2.1	1	-5.3	1	-0.5	-1.0	-0.2	1.9
> Cc1nnc(SCCn2c(N3CCCC(C)C3)nc3c2c(=O)n(C)c(=O)n3C)s1 (stereo not drawn)
    6	-1	-0.9	0.4	10	-1.5	-5	-0.2	-0.8	-0.8	2.3
> C=CCN1C(=O)[C@@H](CC(=O)NCCCN2CCCC2=O)[C@]2(C(=O)OCC)CCCCC/C=C/12
    0	-2	.	.	-2	.	9	0.6	-0.7	0.0	5.5
> COc1ccc(C(NCC(=O)NC(C)c2ccc(Cl)cc2)c2ccccc2)cc1 (stereo not drawn)
    -8	-3	1.2	-2.3	-5	1.4	7	0.2	-1.3	-0.2	-2.9
> COc1cccc(NC(=O)N2CCCC(C(=O)NCc3ccc(F)cc3)C2)c1 (stereo not drawn)
    1	1	-0.3	0.7	-3	0.8	-2	-1.5	-1.6	-0.3	-3.0
> CCN(CC)Cc1cc2ccccc2c2c1COC2
    -4	0	-0.5	0.2	3	-1.1	3	1.1	-0.6	-0.3	-1.9
> COC(=O)/C(=C/Nc1ccc(O)cc1)[N+](=O)[O-]
    -27	0	0.1	-0.3	-2	-0.5	0	-0.5	-0.9	-0.9	-1.3
> CC[N+](C)(CC)CCC/C(=N/O)C(O)(c1ccccc1)c1ccccc1
    -5	-7	-0.2	.	2	0.6	-5	-1.5	-1.3	-0.2	-3.0
> O=C(COc1ncnc2scc(-c3ccc(F)cc3)c12)NCc1ccco1
    -2	0	-0.6	-0.5	-1	0.0	1	-1.6	-1.6	-0.2	0.7
> COc1ccccc1CCn1cnc2c3cc(C)ccc3n(C)c2c1=O
    -12	-2	-0.1	-0.1	-4	2.7	-1	-1.1	-0.9	-0.1	-2.2
> COc1ccc(NC(=O)CSc2sc3c(O)cc(=O)[nH]c3c2C#N)c(OC)c1
    -36	1	1.1	1.9	2	-1.0	-7	3.9	0.8	-0.5	-0.4
> Cc1ccc(C)c(C(=O)Cn2ncc(Cl)c(Cl)c2=O)c1
    0	30*	-3.8	-1.1	-11	6.2	0	-1.4	-1.2	-0.6	-2.1
> COC(=O)c1ccc2nc(-c3ccccc3)c(Cc3cccc(F)c3)n2c1
    -45	2	-1.8	.	-3	.	-2	4.2	-1.6	2.9	7.0
> COc1cccc(OC)c1OCCN1CCC(C(=O)NC(c2ccc3c(c2)OCO3)c2ccccn2)CC1 (stereo not drawn)
    9	0	0.4	.	-6	1.1	0	-0.4	-1.2	-0.3	0.1
> CC[C@]12c3[nH]c4ccc(Cl)cc4c3CCN1C(=O)[C@@H](CC(=O)NCCc1ccccn1)C[C@@H]2C(=O)N1CCN(C(=O)c2ccco2)CC1
    -1	-4	-0.3	-1.4	-9	-0.1	-1	-0.8	-0.8	1.7	1.0
> CCCCCCCCN1C(=O)[C@H](CC(=O)NCC23CC4CC(CC(C4)C2)C3)C[C@@]2(C(=O)OCC)CCC=C12
    3	6	0.2	.	-11	.	-5	1.0	-0.9	-1.0	0.7
> C=CCn1c(N)c(C(=O)NCC2CCCO2)sc1=S (stereo not drawn)
    4	0	-1.8	-0.6	-1	-1.9	13	-1.4	-1.4	-0.4	-0.4
> CCNC(=O)N(C)C[C@H]1N[C@@](Cc2ccccc2)(C(=O)OC)[C@H]2C(=O)N(C)C(=O)[C@@H]12
    0	-1	0.8	-1.2	7	0.9	3	0.3	-0.9	-0.4	0.7
> CC(CCc1ccccc1)NC(=O)COc1cc(F)ccc1[N+](=O)[O-] (stereo not drawn)
    -9	-4	0.5	0.7	2	-0.5	-7	0.4	-1.3	-0.5	1.9
> CC(c1ccccc1C(=O)O)c1cc(F)cc2ccccc12 (stereo not drawn)
    -1	1	-1.9	.	-18	-0.3	-3	-0.1	-1.0	-0.1	-0.9
> Cc1cccc(N(CC(=O)Nc2ccc(-c3nc4ccc(C)cc4s3)cc2)S(C)(=O)=O)c1
    -39	4	0.1	2.5	3	-1.1	36*	2.3	-0.6	1.6	15*
> c1ccc2oc(SCc3cn4ccsc4n3)nc2c1
    9	-1	-1.3	2.2	6	3.7	1	3.4	0.7	2.4	9.0
> CCC(C)[C@H](NC(=O)OC(C)(C)C)C(=O)NCC1CCC(C(=O)N[C@@H](Cc2ccccc2)C(=O)O)CC1 (stereo partly drawn)
    1	2	0.7	0.5	10	2.2	-6	-2.0	-1.3	0.4	-0.5
> O=c1/c(=C/c2ccccc2)sc2nnc(-c3cccs3)n12
    -5	5	-2.5	.	0	-0.5	-2	-1.0	-1.7	-0.1	-0.5
> CCOc1ccc(C(=O)/C=C/Nc2ccc(S(=O)(=O)N=C(N)N)cc2)cc1
    -60	8.1*	-3.6	-0.5	-8	3.5	-1	1.2	-0.1	1.1	6.4
> CCCN(CC(=O)Nc1ccccc1OC)C(=O)c1ccc(=O)[nH]c1
    -3	-3	-1.2	0.3	4	-1.1	3	0.8	-0.9	-0.1	1.9
> CC(C)=C1C2CCC1C1C(=O)N(NC(=O)COc3ccc(Cl)c(C)c3)C(=O)C21 (stereo not drawn)
    7	-3	-3.3	-0.1	-9	-0.4	-2	-0.5	-1.1	-0.5	1.0
> Cc1ccc(OC(=O)c2ccc3c(=O)n4c(nc3c2)CCC4)cc1
    -11	1	0.3	-0.5	3	-0.9	4	1.0	0.0	-1.1	0.7
> COc1cccc(C(=O)Oc2cc(-c3ccccc3)no2)c1
    1	0	-0.4	0.9	-8	-1.8	.	-0.8	-1.4	-0.5	1.0
> COC(=O)C[C@H]1N(S(=O)(=O)c2ccc(C)cc2)C(C(C)C)CC1(C(=O)OC)C(=O)OC (stereo partly drawn)
    -2	-4	0.8	.	4	.	-1	1.0	-1.4	-1.7	-3.2
> Cc1ccc(S(=O)(=O)NC(CC(=O)NC2CCCC2)c2ccco2)cc1 (stereo not drawn)
    6	-2	-2.8	-0.8	-3	-0.2	1	-0.4	-1.4	0.5	1.4
> COc1ccc(C(=O)NC2CCN(C(=S)Nc3cc(C)cc(C)c3)CC2)cc1
    -1	0	-0.8	-0.4	2	-0.1	1	-0.4	-1.1	-0.4	-0.1
> CC1S/C(=N\N=C\c2cccc([N+](=O)[O-])c2)N(C(C)(C)C)C1=O (stereo not drawn)
    -8	-6	-1.6	1.5	16	1.0	3	0.0	-0.3	-0.4	-1.1
> CN(C)c1ccc(C=NCCC2(c3ccccc3)CCOC(C)(C)C2)cc1 (stereo not drawn)
    -4	3	-2.5	0.8	4	2.2	-5	0.2	-1.0	-0.1	2.4
> CCOc1ccc(CCNC(=O)Cn2ncn3nc(-c4ccc(OC)cc4)cc3c2=O)cc1OCC
    -10	-1	1.7	0.2	7	0.9	23*	-1.3	-1.2	0.2	-2.7
> CCc1cc(C(=O)Nc2nnc(C3CC3)s2)sc1C
    -28	3	1.1	0.1	3	-0.6	-2	1.4	-1.5	0.4	1.9
> CCCc1cc2c(cc1NC(=O)c1ccc(C(C)(C)C)cc1)OCO2
    4	1	0.4	-0.1	16	2.3	2	0.3	-0.8	0.8	1.7
> COc1ccc(C(=NNc2ccccc2C(=O)O)c2ccc(OC)cc2)cc1
    0	-2	-0.2	-1.5	-3	2.2	-10	2.2	-1.2	0.4	2.6
> COc1ccc(OC)c(NC(=O)NNC(=O)COc2ccc(-c3ccccc3)cc2)c1
    -11	-2	0.1	-0.5	-48	-0.5	4	-3.6	-1.3	-1.2	0.3
> CCCCNC(=O)C1C(c2ccccc2)=Nc2ccccc2N1C(=O)c1ccc2c(c1)OCO2 (stereo not drawn)
    -36	-2	-1.3	.	-3	.	1	-0.3	-0.7	-0.6	4.4
> Cc1ccc(C)n1-c1ccc(-c2ccn[nH]2)cc1
    -13	-2	-0.2	0.2	-2	2.0	1	0.5	-1.1	0.7	4.0
> COc1cc(C(=O)Nc2ccc(C)cn2)c([N+](=O)[O-])cc1OC
    -5	1	-1.3	-0.4	-1	2.0	-2	-0.9	-1.0	-0.2	3.5
> CCOC(=O)c1cn[nH]c1C(F)(F)F
    -5	-1	0.0	.	-11	-1.1	2	2.2	-1.4	0.0	-1.7
> CN(Cc1cccnc1)C(=O)CNC(=O)c1ccc(Cl)cc1Cl
    1	0	1.8	0.2	0	0.8	1	-1.1	-1.4	-1.4	-0.4
> COCCNC(=O)C(c1ccco1)N(C(=O)Cn1nnc2ccccc21)c1ccccc1C (stereo not drawn)
    2	-3	0.0	0.6	-1	-0.1	3	0.2	-1.0	0.6	0.0
> CCCc1c(Cc2cccc(F)c2)ncn1CCc1ccccc1OC
    2	-3	-2.7	.	-3	.	-4	-2.1	-1.3	-1.1	2.5
> Cc1cccc(NC(=O)NC2(C)CCS(=O)(=O)C2)c1 (stereo not drawn)
    1	-2	1.0	2.3	7	1.1	-7	-0.1	-1.1	0.1	0.7
> Cc1cccc(OCCC(=O)OCC(=O)N2c3ccccc3NC(=O)C2(C)C)c1
    2	3	-1.4	0.1	-16	-0.9	1	-0.8	-0.8	0.9	-1.0
> Cc1cc(C)[n+]2n1C(=O)C(c1ccccc1)=C2[O-]
    -3&0	-1&1	-0.7&-0.4	0.1&-1.0	21*!	4.7&2.1	3&6	3.6&0.5	-0.9&-0.9	0.1&0.3	5.8&0.7
> CC(=O)Nc1ccc(S(=O)(=O)NNC(=O)C2CCCCC2)cc1
    -6	-3	-0.6	1.4	1	-1.1	2	3.5	-1.4	0.7	-0.6
> COc1ccc2c(c1)C(CC(C)=O)N(c1ccc(-c3cccnc3)cc1)C(c1ccsc1)=C2 (stereo not drawn)
    -180	-7	0.6	.	1	.	-11	-0.7	-0.8	-1.4	-1.8
> CCCCNC(=O)Nc1c(C(=O)OC)[nH]c2ccc(C)cc12
    -6	-3	-3.7	-0.6	-15	0.3	6	2.7	-1.2	0.5	0.8
> CN(CC(=O)Nc1cccc(F)c1)C(=O)c1cccnc1Sc1ccc(Cl)cc1
    -5	-1	0.3	-0.3	0	-0.6	-6	-0.3	-1.2	0.5	0.5
